p97 ATPase inh = blocks human p97 ATPase activity; recombinant p97 ATPase, Kinase-Glo ATP luminescence, 3 h; 220,000 tested, 0.42% active; AID 1481; inhibition, % at 8 µM; P55072; in the data active means inhibition above about 15%;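 further: 0% = DMSO vehicle and 100% = wells lacking enzyme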
PGE2 EP2 inh = inhibitors of human EP2 prostaglandin E2 receptor; P43116; C6 glioma cells expressing human EP2, cAMP TR-FRET; cells stimulated with saturating PGE2; inhibition, % at 25 µM; 260,000 tested, 0.52% active; AID 1422;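 active means percent inhibition above 40 after rounding to a whole number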;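 further: rat C6 glioma host cells with rolipram phosphodiesterase inhibitor present; the protocol text gives 20 µM as final concentration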
Target sequence (P43116 whole entry, looked up): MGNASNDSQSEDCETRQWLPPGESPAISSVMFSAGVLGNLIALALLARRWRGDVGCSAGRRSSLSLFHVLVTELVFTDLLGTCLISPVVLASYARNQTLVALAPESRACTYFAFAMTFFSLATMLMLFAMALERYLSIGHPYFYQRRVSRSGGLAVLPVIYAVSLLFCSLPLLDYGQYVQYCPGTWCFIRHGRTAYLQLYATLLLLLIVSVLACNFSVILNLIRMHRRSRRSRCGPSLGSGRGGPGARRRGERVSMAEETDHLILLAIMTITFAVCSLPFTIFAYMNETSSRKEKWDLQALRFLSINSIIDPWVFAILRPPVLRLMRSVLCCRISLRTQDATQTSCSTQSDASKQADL
Furin inhibitor = inhibitors of human furin; inhibition, % at 30 µM; P09958; purified furin, fluorogenic substrate cleavage; 220,000 tested, 0.061% active; AID 463115; in the data active means inhibition above about 25%; further: inactives centre near -15
TbHK1 inh = blocks Trypanosoma brucei hexokinase 1 activity. recombinant TbHK1, G6PDH-coupled NADH A340. 220,000 tested, 0.11% active. inhibition, % at 10 µM. AID 1430;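 active means inhibition of 50% or more in the single-dose primary screen; inactive means inhibition below 50%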
Ba/F3 V617F tox = lowers viability of Ba/F3 cells expressing EpoR and JAK2V617F | 220,000 tested, 1.1% active | ATP luminescence | inhibition, % at 5.6 µM;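 active means inhibition above the campaign mean plus 3 SD over all tested compounds, cut at about 24% in these data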;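 further: cytokine-independent growth of Ba/F3 cells driven by EpoR plus mutant JAK2; 0% = DMSO-treated cells and 100% = JAK inhibitor I control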
BaF3 parental = parental Ba/F3 viability inhibition as JAK2V617F counter-screen; CellTiter-Glo ATP luminescence; inhibition, % at 5.6 µM; 220,000 tested, 1.1% active; AID 1486;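 active means inhibition above a per-campaign cutoff, the mean inhibition of all tested compounds plus 3 SD, cut at about 27% in these data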;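 further: 0% = DMSO wells and 100% = JAK Inhibitor I control wells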
NCF1 inh = blocks human p47phox regulatory protein of NADPH oxidases. AID 1274. p47phox/p22phox peptide binding, fluorescence polarization, 2 h. inhibition, % at 24.7 µM. 220,000 tested, 0.53% active;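 active means inhibition above about 30%, limit read from the data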;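 further: 0% = p47phox with labelled peptide and 100% = labelled peptide alone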
Target sequence (P14598 whole entry, looked up): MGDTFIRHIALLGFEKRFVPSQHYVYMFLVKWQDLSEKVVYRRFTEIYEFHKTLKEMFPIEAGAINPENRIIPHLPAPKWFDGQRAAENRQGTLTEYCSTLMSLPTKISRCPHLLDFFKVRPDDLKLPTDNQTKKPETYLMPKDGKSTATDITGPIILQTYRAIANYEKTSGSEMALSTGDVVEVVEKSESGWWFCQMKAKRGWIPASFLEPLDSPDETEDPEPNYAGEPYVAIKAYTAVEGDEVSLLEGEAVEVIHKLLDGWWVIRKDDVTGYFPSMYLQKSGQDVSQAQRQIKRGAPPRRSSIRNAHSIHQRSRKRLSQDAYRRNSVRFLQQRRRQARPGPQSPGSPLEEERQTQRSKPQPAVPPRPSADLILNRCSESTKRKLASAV
PPC-1+TRAIL kill = kills PPC-1 cancer cells in the presence of TRAIL. cell killing (% activity), % at 4 µM. 220,000 tested, 0.41% active. PPC-1 cells + TRAIL, ATPLite viability luminescence;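 active means cell killing above 50% in the first pass at 4 µM, then a duplicate retest at 5 µM averaging 50% or more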;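 further: plate controls were cells with TRAIL plus DMSO for no effect and medium-only wells lacking cells for full effect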
RBBP9 inh = human RBBP9 hydrolase inhibition; O75884; 220,000 tested, 0.2% active; inhibition, % at 7.94 µM; recombinant RBBP9, FP-Rh probe fluorescence polarization; AID 1515;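 active means inhibition above the campaign mean of all tested compounds plus 3 SD, cut at about 14% in these data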;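 further: plate controls were DMSO wells with RBBP9 for no effect and wells lacking RBBP9 protein for full effect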
Target sequence (O75884 whole entry, looked up): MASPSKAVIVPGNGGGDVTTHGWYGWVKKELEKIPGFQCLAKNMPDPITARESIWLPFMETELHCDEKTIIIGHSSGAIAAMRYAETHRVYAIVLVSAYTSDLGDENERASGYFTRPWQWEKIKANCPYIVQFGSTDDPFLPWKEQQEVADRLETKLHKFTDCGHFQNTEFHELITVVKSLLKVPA
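Measured by – fluorescence polarization · Test system – RBBP9 protein · Input – 2.5 µM RBBP9 dispensing solution, before mixing · Measure – percent inhibition from mP, scaled between DMSO and no-protein wells · Benchmarks – DMSO-treated enzyme wells and wells lacking RBBP9 · Times – preincubation 30 min plus labeling 45 min at 25 °C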
Numbers without * were called inactive; . = no result given; & = joins results of further samples; [ ] = another dose, or the depositor's remark. These rows are one share of the data; the hit share may differ from the screen's.

SMILES	p97 ATPase inh	PGE2 EP2 inh	Furin inhibitor	TbHK1 inh	Ba/F3 V617F tox	BaF3 parental	NCF1 inh	PPC-1+TRAIL kill	RBBP9 inh
COc1cc(OC)c(-c2nc3c[n+](CC(=O)c4ccccc4)ccc3n2C)cc1OC	7	14	-2[20 µM]	-12	-3	-2	-6	4	6
CC(C)OC(=O)c1cc(C(=O)c2cc(F)ccc2O)coc1=N	-5	6	4[20 µM]	-29	7	11	-12	1	-7
CC(=O)Nc1cccc(-n2nnc(SCC(=O)c3ccccc3)n2)c1	-1	15	-15	-7	-1	2	-4	9	5
COc1ccc(/C=N\NC(=S)SCN2C(=O)C3CCC(C)(C2=O)C3(C)C)cc1 (stereo unspecified)	4	16	-7[20 µM]	-16	-4	2	-3	.	-9
Cc1nnc(SCC(=O)Nc2ccc(N3CCOCC3)cc2)o1	0	5	-14[20 µM]	0	-1	5	-6	2	-4
COc1ccc(N2CCN(C(=O)c3ccc(OCC4CCCO4)cc3)CC2)cc1 (stereo unspecified)	1	-2	-26	-19	2	4	-5	5	-3
Cc1cc(C)n(/N=C/c2cccc(O)c2)c(=O)c1C(N)=O	5	10	-11	-6	-4	0	-1	5	-2
O=C(NC1CCCCCC1)C1CCC(CNS(=O)(=O)c2ccc(Br)s2)CC1 (stereo unspecified)	4	11	-33	-5	0	3	-1	26	-11
Cc1ccc(NC(=O)CCC(=O)NNC(=O)c2ccccc2)c(C)c1	-3	10	-29	2	-2	5	-3	10	-10
Cc1ccccc1Nc1nc(N)nc(CSCc2c(C)noc2C)n1	-2	16	-13[20 µM]	-1	3	10	-8	10	-8
O=C(Cc1coc2cc3c(cc12)CCC3)OCc1cc(=O)n2c(n1)sc1ccccc12	4	11	-13	2	-1	7	-15	27	-4
CCN(C(=O)COC(=O)c1c(NC(C)=O)sc(C)c1C)C1CCS(=O)(=O)C1 (stereo unspecified)	-2	3	-14	-13	2	8	-13	24	-3
CC(C)NCCCCOc1ccccc1-c1ccccc1	1	7	-10	10	4	7	-10	19	-10
O=C(CCC(=O)c1cccs1)NC(c1ccccc1)c1ccccc1	1	5	-13[20 µM]	1	0	-2	-18	-10	-4
Cc1cccnc1NC(=S)NC(=O)/C=C/c1ccccc1	2	5	-12	0	1	7	-4	8	-4
CCOc1ccc(S(=O)(=O)c2c(C(=O)c3ccccc3)cnc3cc4c(cc23)OCCO4)cc1	7	6	-13	-18	-4	3	-13	-12	-11
O=C(NCCCn1ccnc1)C1c2ccccc2Oc2ccccc21	4	2	-19	2	-6	-2	6	18	-3
FC(F)(F)c1nc2ccccc2n2c(-c3ccc(Cl)cc3)nnc12	1	8	-27[20 µM]	-7	1	0	-7	10	-7
Cc1ccccc1C(=O)Nc1ccccc1-c1nnn(CC(=O)Nc2ccc3c(c2)OCCO3)n1	8	8	-21[20 µM]	6	-3	-1	-89	4	-6
C=C(C)COc1ccc(-c2n[nH]c(C)c2-c2ccccc2OC)c(O)c1	3	14	-7	9	-1	1	-7	16	-3
CCOC(=O)CC(NS(=O)(=O)c1ccc(OC)c(OC)c1)c1cccc([N+](=O)[O-])c1 (stereo unspecified)	0	8	-10	24	0	6	5	16	1
CCCCOC(=O)c1ccc(O)cc1	7	7	-17	0	0	6	-8	29	-9
Cc1ccc(Nc2ncnc3sc(C)c(C)c23)cc1	0	7	-14[20 µM]	-2	1	5	4	2	3
CCOC(=O)c1cc(CC)sc1NC(=O)c1cccc(N2C(=O)CCC2=O)c1	-5	6	-13	-25	2	10	-8	-11	5
COc1ccccc1N1CCN(CC(O)COc2cccc3ccccc23)CC1 (stereo unspecified)	0&-1	20&26&14	-9	-2	7&4	3&-12	-3&-9	18&12	-8&-5
O=C1NC(SCCCF)=N/C1=C/c1ccc(-n2cncn2)cc1	4	7	-10	-22	-4	-3	-3	14	6
Cc1c(Cl)c(C(=O)NNC(=S)Nc2ccc(F)cc2)nn1C	5	5	-8	-7	-1	4	4	20	-5
CC1CCCN(C(C(=O)Nc2ccc3c(c2)OCCO3)c2ccccc2)C1 (stereo unspecified)	0	7	-18	26	-1	4	-4	18	-7
CC(=O)N1CN(S(=O)(=O)c2ccc(C)cc2)CC1C (stereo unspecified)	-3	9	-10[20 µM]	-8	2	9	11	18	-8
CCOC(=O)CNC(=O)CSc1nc(-c2ccccc2)ns1	6	5	-25	-3	-4	5	9	2	-10
CC(=O)C1=C(O)C(=O)N(CCC(=O)O)C1c1cccc(F)c1 (stereo unspecified)	3	15	-16	-25	-2	-1	-13	22	-7
CCn1c(SCC(=O)Nc2ccccc2C)nnc1-c1ccccc1O	-6	4	-12[20 µM]	2	-1	1	-14	-4	-9
COc1cc(SC)ccc1C(=O)Nc1ccc(Br)cn1	-4	4	-17	-29	-5	1	-7	88*[5 µM]	-5
COc1ccccc1C/C(N)=N/OC(=O)c1cccc([N+](=O)[O-])c1C	2	13	-24	2	-1	5	-8	0	-6
COc1ccc(-c2noc(CSc3nc4ccccc4c(=O)n3-c3ccc(C)cc3)n2)cc1	3	5	-11	-9	-1	1	-3	1	6
CC1(C)C(=O)Nc2ccccc2N1C(=O)COc1ncnc2c(Cl)cc(Cl)cc12	-6	6	-14[20 µM]	-1	4	3	-1	17	-13
CCOCCOC(=O)C1=C(C)NC2=C(C(=O)CC(c3cccs3)C2)C1c1ccsc1 (stereo unspecified)	-3	19	-24	2	3	3	-11	9	-6
C/C(CC(=O)Nc1c(C)cc(C)cc1C)=N\NC(=O)OC(C)(C)C	-3	8	-23	-4	1	3	7	23	-11
CC(=O)c1ccc(C(=O)N(CCN(C)C)c2nc3c(Cl)cccc3s2)cc1	2	6	-24	-3	3	4	-3	0	-9
Cc1ccccc1Oc1ncnc2sccc12	-5	5	-8	3	5	7	-19	1	-3
CC(=O)Nc1ccc(NC(=O)CCCN2C(=O)c3ccccc3C2=O)cc1	2	8	-22	-2	0	5	-16	3	3
O=C(N/N=C/c1cc2c(cc1Br)OCO2)c1c[nH]c2ccccc12	7	18	-23	-22	-1	4	-15	-3	-6
COc1ccc(-c2cc3ncc(C(C)=O)c(C)n3n2)cc1	-6	2	-11	-2	-1	3	1	.	-5
O=C(CCNC(=O)Cn1ccc2ccccc2c1=O)NCCCN1CCN(c2ccccc2F)CC1	1	7	-32	-8	-4	5	-12	-6	-6
COc1cc2nc(N(C)CCCNC(=O)C3CCCO3)nc(N)c2cc1OC (stereo unspecified)	-1	15&13	.	.	6	-8	0	-3	-8
CCC(CC)C(=O)c1c[nH]c(C(=O)NCc2ccccn2)c1	1	4	-19	-3	0	1	3	23	-4
O=C(c1cccs1)N1CCN=C1SCc1ccc(Cl)cc1	3	3	-33	3	3	8	-3	13	3
O=C(NCC1CCCO1)C1c2ccccc2C(=O)N1Cc1ccc2c(c1)OCO2 (stereo unspecified)	10	11	-17	7	-1	5	-2	13	2
Cc1ccc(C(=O)Nc2ccc(CN3CCCCC3)cc2)c(C)c1	-1	2	-19	-1	-1	1	-2	16	0
C=CCn1c(SCCOc2ccc(OC)cc2)nnc1C(CO)NC(=O)c1ccc(OC)cc1 (stereo unspecified)	1	10	-8[20 µM]	4	-4	2	-14	-8	-11
O=C(OCc1c(Cl)cccc1Cl)c1cccnc1	-6	11	-7[20 µM]	-3	2	3	3	25	-10
CC(C)CC(=O)N1CCC(O)(CS(=O)(=O)Cc2ccccc2)CC1	0	6	-14[20 µM]	0	6	50*	-7	5	-10
COCCOC(=O)C1=C(C)NC(C)=C(C(=O)OC(C)C)C1c1cccc([N+](=O)[O-])c1 (stereo unspecified)	4	15&13&9	-5	-13	-2	5	-9&-11	9	-5
CCO/N=C(/C)c1c(O)cc(C(C)(C)C)n(-c2ccccc2)c1=O	2	4	-17	24	-1	0	-17	8	-7
COc1ccc(CC(=O)Nc2cccc(-c3nnc(-c4ccc(C)cc4)o3)c2)cc1OC	3	6	-20	-4	-5	1	-14	16	1
COC(=O)c1cnn2c(C(F)(F)F)cc(-c3ccccc3)nc12	1	2	-25[20 µM]	-12	-1	2	4	21	-7
O=C(CCCC(=O)OCC(F)(F)C(F)F)Nc1nccs1	2	6	-15	3	-4	-5	-6	36	5
C=CCc1c(OC)ccc2ccc(=O)oc12	4	19	-22[20 µM]	-22	-5	4	-14	21	1
Cc1occc1-c1nnc(SCC(=O)c2ccc(Cl)cc2)n1CC1CCCO1 (stereo unspecified)	-6	16	-12	-4	1	5	-2	-22	-4
Cc1ccc2sc(NC(=O)CN3C(=O)c4ccccc4C3=O)nc2c1C	2	11	-10	-11	1	9	1	11	-6

The list continues:
SMILES	p97 ATPase inh	PGE2 EP2 inh	Furin inhibitor	TbHK1 inh	Ba/F3 V617F tox	BaF3 parental	NCF1 inh	PPC-1+TRAIL kill	RBBP9 inh
CC(=O)Nc1ccc(NC(=O)c2cccc(C(=O)OC(C)C)n2)cc1	0	7	-9	19	-1	5	-4	-6	-12
CCN(CC)CCOC(=O)c1c(C)oc2ccc(O)cc12	-2	7	-15[20 µM]	-4	2	7	-13	16	-7
CCN1CCN(CC2CC3C=CC2C3)CC1 (stereo unspecified)	7	3	-13	2	-1	6	-12	-7	-5
CCN(NC(=O)C(O)(c1ccc(F)cc1)c1ccc(F)cc1)C(=O)c1ccccc1	4	6	-19	-2	-2	4	-11	6	-9
CN(/N=C/C=C/c1ccccc1)C1=NS(=O)(=O)c2ccccc21	-8	3	-10	-16	6	9	0	2	-5
O=c1cc(N2CCCCC2)c(-c2ccccc2)nn1Cc1ccc(Cl)cc1	-1	4	-10[20 µM]	-3	2	-1	8	-6	6
COc1ccc(S(=O)(=O)N2CCOC2CNC(=O)C(=O)NCCc2ccc(OC)c(OC)c2)cc1C (stereo unspecified)	2	6	-4	-1	0	4	-5	11	-2
COc1ccc2nc(/N=C\N(C)C)sc2c1	-1	9	-17	-10	2	3	-8	12	0
CCn1c(NN)nc2sc3c(c2c1=O)CCC3	2	18	-12[20 µM]	-11	-5	4	-28	-1	-1
C=CCNC(=O)/C(C#N)=C/c1ccccc1Cl	2	4	-9	-7	-4	0	1	-5	0
O=C(/C(=N/N=C/c1ccc(O)c(O)c1)c1ccccc1)c1ccccc1	2	8	-19	-10	49*	10	-25	32	-18
O=C(CN1CCOCC1)Nc1cccc(Br)c1	-2	10	-13[20 µM]	0	1	4	-11	-1	2
COc1cccc2cc(C(=O)CC3(O)C(=O)N(Cc4ccccc4)c4ccccc43)c(=O)oc12 (stereo unspecified)	6	10	-9	4	-3	0	-7	18	-1

Given with each value named: four of the compounds above
smiles: COc1ccc(S(=O)(=O)N2CCOC2CNC(=O)C(=O)NCCc2ccc(OC)c(OC)c2)cc1C (stereo unspecified)
  p97 ATPase inh = 2; PGE2 EP2 inh = 6; Furin inhibitor = -4; TbHK1 inh = -1; Ba/F3 V617F tox = 0; BaF3 parental = 4; NCF1 inh = -5; PPC-1+TRAIL kill = 11; RBBP9 inh = -2
smiles: COc1ccc2nc(/N=C\N(C)C)sc2c1
  p97 ATPase inh = -1; PGE2 EP2 inh = 9; Furin inhibitor = -17; TbHK1 inh = -10; Ba/F3 V617F tox = 2; BaF3 parental = 3; NCF1 inh = -8; PPC-1+TRAIL kill = 12; RBBP9 inh = 0
smiles: CCn1c(NN)nc2sc3c(c2c1=O)CCC3
  p97 ATPase inh = 2; PGE2 EP2 inh = 18; Furin inhibitor = -12[20 µM]; TbHK1 inh = -11; Ba/F3 V617F tox = -5; BaF3 parental = 4; NCF1 inh = -28; PPC-1+TRAIL kill = -1; RBBP9 inh = -1
smiles: C=CCNC(=O)/C(C#N)=C/c1ccccc1Cl
  p97 ATPase inh = 2; PGE2 EP2 inh = 4; Furin inhibitor = -9; TbHK1 inh = -7; Ba/F3 V617F tox = -4; BaF3 parental = 0; NCF1 inh = 1; PPC-1+TRAIL kill = -5; RBBP9 inh = 0

Screens (PubChem)
